Screens deposited in PubChem by Broad Institute.
LGR2 inh: inhibitors of bursicon-induced LGR2 CRE-luciferase signal, primary screen, cell-based, HEK293, CRE-luciferase reporter, bursicon stimulation | Drosophila bursicon receptor LGR2 (rickets) | bursicon-stimulated, 4 h | inhibition, % at 9.99 µM | 0.35% of 380,000 active | AID 720647, 2013;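 active = drop in luminescence signal, shown as inhibition above about 50% in the replicate tests, limit read from the data, passing the limit was not always enough; inconclusive = probably only some replicates passing the limit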;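 also: agonist challenge used bursicon conditioned medium at about half maximal strength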
PglD inh: C. jejuni PglD acetyltransferase inhibitors, primary screen, biochemical, DTNB colorimetric, single point; UDP-N-acetylbacillosamine N-acetyltransferase PglD (Campylobacter jejuni); purified PglD enzyme, DTNB colorimetric CoA detection; inhibition, % at 12.5 µM; 0.098% of 360,000 active; AID 602405, 2012; in the data active = inhibition above about 16%, passing the limit was not always enough; inconclusive = no clear call, values can overlap the other calls; also: strong numbers were not always called active
PAX8 inh HTS: inhibitors of PAX8-driven TPO luciferase reporter, primary screen, RMG-I cells, single concentration | SteadyGlo, 24 h | inhibition, % at 12.6 µM | 1.2% of 360,000 active | AID 652154, 2013;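 active = mean replicate inhibition at least 60% with every replicate also reaching 60%; inconclusive = only one of the two criteria is met; inactive = mean below 60% and not all replicates reaching 60%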;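 also: luciferase light reporting Pax8 driven TPO promoter activity; plate controls were median of neutral control wells for no effect and mitoxantrone controls for full effect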
EWS-Fli block: EWS/Fli-driven NR0B1 reporter inhibitors, primary screen, A673 cells, NR0B1 luciferase, luminescence, MLPCN library | viability-normalised | inhibition, % at 12.6 µM | 0.67% of 350,000 active | AID 651661, 2012;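 active = mean inhibition of at least 50% after viability correction, with every replicate also passing that limit; inconclusive = mean reaches 50% but only one of two replicates passes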;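 also: firefly luciferase signal divided by Alamar Blue viability fluorescence both relative to DMSO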
FN deposit inh: inhibitors of fibronectin matrix deposition, primary screen, AH1F cells, Alexa488-fibronectin fluorescence, plate reader; 0.086% of 350,000 active; AID 743247, 2014; AH1F fibroblasts, overnight; inhibition, % at 12.6 µM;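 active = mean inhibition across replicates of 30% or more, regardless of how many single replicates reach that level; inconclusive = mean under 30% yet at least half of replicates reach 30%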;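 also: positive control wells lacked labelled fibronectin entirely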
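Material – AH1F fibroblast monolayer, labelled fibronectin deposition · Reagent – labelled fibronectin 24 nM · Timing – 1 h adhesion, overnight exposure · Measured by – fluorescence at 485 nm excitation, 525 nm emission · Read-out – inhibition of fibronectin deposition signal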
PGC1a acetyl inh: inhibitors of PGC1a acetylation signal, primary screen, cell-based, U2OS, AlphaScreen, inhibitor mode. inhibition, % at 15.6 µM. 0.17% of 350,000 active. AID 651687, 2012. AlphaScreen anti-acetyl-lysine; with virally co-expressed GCN5 acetyltransferase;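 active = every replicate shows inhibition of at least 40%; inconclusive = mean inhibition at least 40% but some replicate below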;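 also: 0% = neutral control wells and 100% = positive control wells; some results beyond the cut were filed as inactive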
ERAP1 HTS inh: human ERAP1 aminopeptidase inhibitors, primary screen, biochemical, single point, plate reader | Endoplasmic reticulum aminopeptidase 1 (Homo sapiens), Q9NZ08 | recombinant ERAP1, Leu-AMC fluorescence, 60 min | inhibition, % at 10.7 µM | 0.15% of 340,000 active | AID 652197, 2013;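 active = mean replicate inhibition of at least 30%, or all replicates individually reaching that 30% level; inactive = mean below 30% and not every replicate reaching it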;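 also: 0% = neutral control wells and 100% = L-leucinethiol positive control wells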
S100A4 inh HTS: inhibitors of S100A4-myosin IIA peptide binding, primary screen, biochemical, fluorescence polarization, TAMRA-MyoIIA peptide | Protein S100-A4 (Homo sapiens), P26447 | inhibition, % at 10.7 µM | 0.14% of 360,000 active | AID 652163, 2013;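 active = mean inhibition of at least 70% across replicates, with every replicate also reaching that level; inconclusive = mean inhibition reaches 70% but some replicates fall short; inactive = mean inhibition below 70%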
Target sequence (P26447 whole entry, looked up): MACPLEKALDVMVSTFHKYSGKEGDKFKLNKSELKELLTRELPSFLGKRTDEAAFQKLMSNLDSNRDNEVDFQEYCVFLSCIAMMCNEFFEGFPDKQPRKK
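Test system: S100A4 monomer protein. Medium: HEPES buffer with Ca2+, pH 7.2. Reagent: fluorescent myosin IIA peptide, 5 nM. Compound dosing: single-point compound testing. Timing: 5 min between mix addition and reading. Benchmarks: DMSO neutral and TFP positive wells.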
* = called active by the depositor; ? = inconclusive; nt = no result given.

(1) COc1ccc(Cl)cc1-c1nc(SCC(=O)NC(C)(C)C)n[nH]1
(2) O=C(NCc1cccnc1)C1c2ccccc2C(=O)N1C1CCCCCCC1 (stereo unspecified)
(3) CC(=O)Nc1ccc(Nc2cc(C)c3ccccc3n2)cc1
(4) CCCCn1c(CCCNC(=O)CC)nc2ccccc21
(5) O=C(CN1CCc2ccccc21)NCc1ccc2c(c1)OCO2
(6) C=CCn1c(SCC(=O)Nc2ccc(OC)cc2)nnc1-c1cnccn1
compound no.,1,2,3,4,5,6
LGR2 inh,4,-2,2,8,-2,-4
PglD inh,-2,4,2,1,nt,4
PAX8 inh HTS,-8,nt,-17,12,-11,3
EWS-Fli block,10,24,-9,-6,6,-24
FN deposit inh,nt,nt,5,-4,-3,3
PGC1a acetyl inh,0,-14,19,nt,nt,10
ERAP1 HTS inh,11,-1,-2,14,-1,-1
S100A4 inh HTS,-5,-3,-3,0,1,-8

(7) O=C(OCC#CCSc1nc2ccccc2o1)c1ccco1
(8) COc1ccc(CNC(=O)C[C@H]2C[C@H](C(=O)N3CCCCC3)[C@@]3(CCc4ccccc4)c4[nH]c5ccc(Cl)cc5c4CCN3C2=O)cc1OC
(9) CC(C)NC(=O)Nc1cccc2c1O[C@@H](CN(C)C(=O)Nc1ccc3c(c1)OCO3)[C@@H](C)CN([C@@H](C)CO)C2=O
(10) CCN(CC(=O)Nc1ccccc1C(F)(F)F)C(=O)CCS(=O)(=O)c1ccc(C)cc1
(11) Cc1ccc(F)cc1NC(=O)CCNC(=O)c1ccc([N+](=O)[O-])cc1
(12) O=C(NCc1ccc(Cl)cc1)C1CCN(S(=O)(=O)c2cccnc2)CC1
compound no.,7,8,9,10,11,12
LGR2 inh,-7,7,-7,3,-16,4
PglD inh,-3,1,1,nt,6,-2
PAX8 inh HTS,nt,?,nt,-4,-12,-7
EWS-Fli block,nt,20,-3,0,-5,nt
FN deposit inh,nt,-4,nt,-11,3,-10
PGC1a acetyl inh,11,7,1,nt,nt,-3
ERAP1 HTS inh,-7,nt,-2,0,-1,2
S100A4 inh HTS,-4,4,5,1,-2,1

(13) C[C@H]1CN([C@@H](C)CO)C(=O)Cc2cc(NS(=O)(=O)c3ccccc3)ccc2O[C@H]1CN(C)Cc1ccc(Cl)c(Cl)c1
(14) Cc1ccc(S(=O)(=O)N2CCCCC2)cc1NC(=O)COC(=O)c1ccc2c(c1)OCO2
(15) CCCn1nc(C(=O)NC2CCCc3ccccc32)c2ccccc2c1=O (stereo unspecified)
(16) C[C@@H]1CN([C@@H](C)CO)C(=O)c2cccc(NC(=O)c3ccncc3)c2O[C@H]1CN(C)S(=O)(=O)c1cccs1
(17) CCCCCCCN1CCN=C1N(C)C
(18) Cc1sc2ncn(CC(=O)N3CCN(c4ccccc4)CC3)c(=O)c2c1S(=O)(=O)N1CCOCC1
compound no.,13,14,15,16,17,18
LGR2 inh,2,-2,-9,0,-4,-7
PglD inh,nt,1,2,4,-3,-1
PAX8 inh HTS,-1,-1,28,nt,11,-7
EWS-Fli block,3,nt,10,-2,0,27
FN deposit inh,nt,5,-10,nt,3,-2
PGC1a acetyl inh,-13,7,nt,-4,-1,7
ERAP1 HTS inh,nt,-1,2,2,nt,-1
S100A4 inh HTS,nt,7,-3,-25,-17,-5

(19) O=C(COc1ccccc1[N+](=O)[O-])N/N=C/c1ccncc1
(20) CCc1ccc(N=CC23c4ccccc4C(c4ccccc42)C2C(=O)N(c4ccc(OC)cc4)C(=O)C23)cc1 (stereo unspecified)
(21) O=C(NCC(=O)N1CCC2(CC1)NCCc1[nH]cnc12)c1cccc(Cl)c1
(22) CN(C)C(CNC(=O)c1cccc(C(F)(F)F)c1)c1ccco1 (stereo unspecified)
(23) CC1CN(C(=S)Nc2ccccc2)CC(C)O1 (stereo unspecified)
(24) O=C(NCCN1CCOCC1)c1ccc2c(c1)N(Cc1cccc(F)c1)C(=O)c1ccccc1S2
compound no.,19,20,21,22,23,24
LGR2 inh,0,nt,-4,-1,-6,16
PglD inh,2,3,1,-5,15,nt
PAX8 inh HTS,-25,20,-10,9,12,18
EWS-Fli block,-13,nt,-3,-6,5,24
FN deposit inh,nt,1,5,0,-6,4
PGC1a acetyl inh,1,8,nt,6,11,7
ERAP1 HTS inh,1,nt,0,-6,-2,-1
S100A4 inh HTS,-4,nt,-1,-35,-6,0

(25) O=C1c2cc(O)c(O)cc2OC(c2ccc(O)c(O)c2)C1O (stereo unspecified)
(26) Cc1ccc(CC(=O)Nc2ccc(S(=O)(=O)Nc3nccc(C)n3)cc2)cc1
(27) COc1ccc(S(=O)(=O)Nc2ccc3c(c2)C(=O)N([C@H](C)CO)C[C@@H](C)[C@@H](CN(C)S(C)(=O)=O)O3)cc1
(28) O=C(NCc1cccnc1)c1cc(S(=O)(=O)N2CCCCC2)ccc1Cl
(29) CC(C)C#Cc1cnc2c(c1)C(=O)N([C@H](C)CO)C[C@@H](C)[C@@H](CN(C)S(=O)(=O)c1cn(C)cn1)O2
(30) COc1ccc(S(=O)(=O)Nc2ccc3c(c2)C(=O)N([C@@H](C)CO)C[C@@H](C)[C@H](CN(C)C(=O)Nc2ccccc2)OCCCC[C@@H](C)O3)cc1
compound no.,25,26,27,28,29,30
LGR2 inh,26,3,2,nt,-8,3
PglD inh,nt,8,0,-1,4,0
PAX8 inh HTS,-24,15,nt,-1,nt,-2
EWS-Fli block,9,5,8,nt,-2,8
FN deposit inh,4,17,nt,-4,7,-4
PGC1a acetyl inh,nt,-1,-10,4,5,-9
ERAP1 HTS inh,-1,4,1,nt,-3,1
S100A4 inh HTS,-4,0,-10,nt,10,103*

(31) CCC(C)C(NC(=O)[C@@H](NC(=O)c1ccccc1F)C(C)C)C(=O)OC (stereo partly specified)
(32) C[C@@H]1CN([C@@H](C)CO)C(=O)c2cc(NS(=O)(=O)c3ccc(F)cc3)ccc2O[C@H]1CN(C)Cc1ccc(C(F)(F)F)cc1
(33) CN(C)CCCOc1cccc(Cl)c1
(34) CC1=NN(C(=O)Cn2ccc([N+](=O)[O-])n2)C(O)(C(F)(F)F)C1 (stereo unspecified)
(35) O=C(CCS(=O)(=O)c1cccs1)Nc1ccc(C(=O)NC2CCCC2)cc1
(36) Nn1c(SCC(=O)Nc2ccccc2F)nnc1-c1cccs1
compound no.,31,32,33,34,35,36
LGR2 inh,nt,28,-14,16,6,-13
PglD inh,-6,nt,-5,nt,1,nt
PAX8 inh HTS,-23,-19,-12,-13,0,-1
EWS-Fli block,nt,-11,nt,-24,1,-3
FN deposit inh,-3,nt,6,5,0,6
PGC1a acetyl inh,31,3,11,nt,-8,nt
ERAP1 HTS inh,nt,nt,nt,-3,0,1
S100A4 inh HTS,nt,nt,nt,-8,-4,5

(37) COc1ccc(N2CCN(c3nc4cc(C)ccc4cc3C=O)CC2)cc1
(38) CCCNC(=O)Nc1ccc2c(c1)OC[C@@H](C)N(Cc1cncnc1)C[C@@H](C)[C@H](OC)CN(C)C2=O
(39) O=C(NCC1CCCO1)c1csc(Nc2cccc3ccccc23)n1 (stereo unspecified)
(40) N/C(Cc1cccc2ccccc12)=N\OC(=O)c1ccccc1F
(41) CCOc1ccc(NC(=O)C(C)Sc2nnc(C)n2C)cc1 (stereo unspecified)
(42) COc1ccccc1-c1ccccc1[C@H]1[C@@H](C#N)N(C(=O)C2CCC2)[C@H]1CO
compound no.,37,38,39,40,41,42
LGR2 inh,-6,-9,26,8,-8,36
PglD inh,1,-1,nt,-1,-4,nt
PAX8 inh HTS,-14,-7,26,-43,5,-16
EWS-Fli block,-7,3,19,-22,4,-2
FN deposit inh,3,6,4,nt,4,-5
PGC1a acetyl inh,-1,-7,1,nt,9,6
ERAP1 HTS inh,-7,1,-2,1,-1,0
S100A4 inh HTS,-4,-2,-4,62,-3,5

(43) Cc1noc(C)c1NC(=O)N(C)C[C@@H]1OCCCC[C@H](C)Oc2ccc(NC(=O)Nc3ccc(C(F)(F)F)cc3)cc2C(=O)N([C@@H](C)CO)C[C@H]1C
(44) O=C(NC(=S)Nc1ccccc1N1CCCCC1)c1ccc(-c2cccc([N+](=O)[O-])c2)o1
(45) CN(C)C(=O)CSc1nnc(-c2ccc(S(=O)(=O)N3CCCC3)cc2)n1C
(46) CCN1C[C@@H]2[C@@H]3C(=O)N(Cc4ccccc4)C(=O)[C@@H]3[C@](Cc3ccccc3)(C1=O)N2C(=O)c1ccc(C(C)(C)C)cc1
(47) COC(=O)C[C@@H]1C[C@H]2c3cc(NC(=O)NC4CCCC4)ccc3O[C@H]2[C@H](CO)O1
(48) COc1cc(/C=C2/NC(=O)N(CC(=O)Nc3ccc(C)cc3)C2=O)ccc1Oc1ccc([N+](=O)[O-])cn1
(49) O=C(CNC(=O)c1ccc(Br)o1)NNC(=O)c1ccc(Br)cc1
(50) COc1ccc(CNC(=O)CN(Cc2ccccc2OC)C(=O)c2csnn2)cc1
compound no.,43,44,45,46,47,48,49,50
LGR2 inh,15,nt,-4,9,-4,-41,12,8
PglD inh,0,-3,6,0,2,nt,7,1
PAX8 inh HTS,-7,22,1,17,-7,10,-8,10
EWS-Fli block,-1,nt,-1,18,4,-2,-4,1
FN deposit inh,19,-3,5,-1,14,-10,4,0
PGC1a acetyl inh,-9,-11,nt,nt,2,nt,-9,nt
ERAP1 HTS inh,-2,nt,2,0,0,1,1,-3
S100A4 inh HTS,-18,nt,-8,-10,-5,-1,20,1
